PriA SSB inh: blocks PriA binding to SSB C-terminal tail | AlphaScreen SSBct-PriA binding, biotinylated peptide | inhibition, % at 33 µM | 0.6% of 430,000 active | AID 1272365; in the data active means inhibition mostly above about 37%, no sharp cut-off; inactive means mostly below about 20%;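 further: plate controls were negative control peptide for no effect and reference peptide for full effect; strong numbers were not always called active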
Numbers without * were called inactive; & = joins results of further samples. The list is partial; count on the stated rates, not on these rows.

SMILES	PriA SSB inh
O=[N+]([O-])c1cccc(/C=C/c2ncc3ccccn23)c1	13.0
N#Cc1c(N=CC2C(=O)NC(=S)NC2=O)sc2c1CCCC2	4.8
COc1ccc(C2(CNC(=O)c3cc(C4CC4)on3)CCCC2)cc1	-8.0
CC(=O)c1ccc(OCC(=O)NCCOc2cc(N3CCCCC3)ncn2)cc1	0.0
CSc1cccc(NC(=O)COc2cc(C)nc(-c3ccc(C(F)(F)F)cc3)n2)c1	-12.0
O=S(=O)(c1ccc(Cl)s1)N1CCC(Oc2cnccn2)CC1	-4.0
CC(C)=CCOc1ccc2c(=O)c(-c3ccccc3)coc2c1	2.0
Cc1ccc(SCCCC(=O)N2CCN(c3ccccc3)CC2)cc1	-4.0&0.0
COc1ccc(Cl)cc1C(=O)NCCNc1cc(-n2ccnc2C)ncn1	-6.0
Cc1nc2c(sc3cccc(F)c32)c(=O)n1CC(=O)NCc1ccc2c(c1)OCO2	-16.0
O=S(=O)(c1cc(F)cc(F)c1)N1CCN(c2ccc(-n3cncn3)nn2)CC1	-42.0
NC(=O)c1ccsc1NC(=O)c1cc2ccccc2o1	-6.0
CCOCCn1c(=NC(=O)C(C)C)sc2cc(Br)ccc21	10.7
CSc1ncc(Cl)c(C(=O)Nc2cccc3cccnc23)n1	-2.0
O=C(Nc1cnn(C2CCOC2)c1)c1cc2ccccc2s1 (stereo not drawn)	-6.0
COc1ccc(C(=O)N2CCN=C2SCc2ccccc2)c(OC)c1	3.0
CC(CC(=O)Nc1cc(Cl)ccc1Cl)=NNC(=O)COc1cccc(C)c1	-5.8
Cc1ccc(S(=O)(=O)Nc2ccc3c(c2)CN(C(=O)C(C)C)CC3)c(C)c1	5.0
COc1ccc(N2Cc3ccccc3C2=NC(=O)Nc2ccccc2)cc1	-1.9
CC(=NNC(=O)c1nn(C)c(C)c1Br)c1ccc(NC(=O)c2ccc(C)s2)cc1	-4.2
Cc1nnc(C2CCN(C(=O)CCC(=O)c3ccccc3)CC2)s1	-4.0
O=C(NCCc1ccccc1)C(=O)NCc1ccsc1	-4.0
O=C(N1CCCC(c2nnc(-c3ccsc3)o2)C1)C1(c2cccs2)CCCC1 (stereo not drawn)	-9.0
COc1ccccc1CSc1nc2ccccc2s1	-70.0
COc1cc([N+](=O)[O-])ccc1NC(=O)/C=C/c1ccc([N+](=O)[O-])s1	-11.0
CCS(=O)(=O)c1ccc(-c2ccc(NC(=O)c3cc(Cl)ccc3Cl)cc2)nn1	8.0
CCOC(=O)N1CCc2c(sc(NC(=O)c3ccc(S(C)(=O)=O)cc3)c2C(N)=O)C1	-13.0
COc1ccc(CCNC(=O)C(=O)NCCC2CCCCN2S(=O)(=O)c2ccc(C)cc2)cc1 (stereo not drawn)	-9.0
O=C(NCCn1ccn2nccc12)NC1CCCCC1	-26.0
COc1ccc(-n2c(C)cc(C=NNc3nnc(C)n3N)c2C)cc1	40.2
Cc1nc(Oc2ccccc2)cc(N2CCN(C(=O)/C=C/c3ccccc3)CC2)n1	6.0
Cc1cc(C)c2c(n1)nn1c(N[C@@H](C)c3ccccc3)cc(C)nc21	-9.0
O=S(=O)(c1ccc(NC(=S)NN=Cc2ccc(O)c(O)c2)cc1)N1CCOCC1	3.6
COc1cccc(C(=O)Nc2nsc(-c3ccccc3)n2)c1	-14.0&-9.0
Cc1ccc(OC2CCN(C(=O)Cc3ccc(SC(C)C)cc3)CC2)nn1	4.0
CC(C)(C)[C@@H](O)CCNS(=O)(=O)c1ccc(N2CCCCS2(=O)=O)cc1	-2.0
COc1ccc(CCNC(=O)NCc2nc(C)no2)cc1	-18.0
CCOc1ccccc1C(=O)Nc1ccc2nc(C)n(-c3ccccc3)c(=O)c2c1	-3.0
CCN(N=C/C=C/c1ccccc1)c1cc(=O)n(C)c(=O)[nH]1	-5.7
CC(=O)NC(CCS(C)(=O)=O)C(=O)Nc1cccc(Cl)c1C (stereo not drawn)	-7.0

Continued, overlapping the part above by 2 compounds.
SMILES	PriA SSB inh
CCN(N=C/C=C/c1ccccc1)c1cc(=O)n(C)c(=O)[nH]1	-5.7
CC(=O)NC(CCS(C)(=O)=O)C(=O)Nc1cccc(Cl)c1C (stereo not drawn)	-7.0
Cc1ccnc(NC(=O)Cn2cc(S(=O)(=O)Cc3ccccc3F)c3ccccc32)c1	-2.0
Cc1cc(C)cc(OCCNC(=O)C2CCCN(c3ccc(C)nn3)C2)c1 (stereo not drawn)	-3.0
O=C(CCN1CCN(c2ccccc2)CC1)NN=Cc1ccc(O)c(O)c1O	-2.7
COc1cc(C(=O)Nc2ccc(Br)cc2F)on1	-15.0
CCCOc1ccc(S(=O)(=O)NCc2ccccn2)c2ccccc12	-2.0
Cc1nc(-c2cccc(NC(=O)c3ccc([N+](=O)[O-])cc3)c2)cs1	-12.0
CCOc1ccc2nc(NC(=O)c3cc4c(=O)n5cccc(C)c5nc4s3)sc2c1	-14.0
CCOc1ccc(N2CC(C#N)=C3c4cc(OC)c(OC)cc4CCN3C2)cc1	4.0
O=C(NCc1c[nH]c2ccccc12)C1CCc2nc[nH]c2C1 (stereo not drawn)	-4.0
Cn1cnc(S(=O)(=O)NCC2CCN(S(=O)(=O)c3cccnc3)CC2)c1	0.0
Cc1ccc(-n2c(C)nc3ccc(NS(=O)(=O)c4ccc5c(c4)CCCC5)cc3c2=O)cc1	2.0
O=C(NCC#CCN1CCCC1)c1cc(C2CC2)on1	2.0
O=C(NCC#CCN1CCOCC1)C1CC1	-3.0
CCCN1CCCc2cc(CCNC(=O)Cc3ccc(OC)cc3)ccc21	57.9
COc1ccc(CC(=O)Nc2cccc(C(C)=NNC(=O)C3(C)CC3(Br)Br)c2)cc1 (stereo not drawn)	7.7
CCCN(Cc1ccsc1)C(=O)Nc1cc(Cl)ccc1OC	-8.0
O=C(CNC(=O)OCc1ccccc1)NC1CCN(c2ccc(C(F)(F)F)cn2)C1 (stereo not drawn)	-3.0
COc1ccc(Cl)cc1C(=O)NC[C@@](O)(c1ccco1)C1CC1	-5.0
COc1ccc2oc(-c3csc(NC(=O)c4cc(OC)c(OC)c(OC)c4)n3)cc2c1	-5.0
C=CCn1c(SCC(=O)c2ccc(OC)cc2F)nc2ccccc2c1=O	-7.0

Single values from the list:
`O=C(NCc1c[nH]c2ccccc12)C1CCc2nc[nH]c2C1` (stereo not drawn) – PriA SSB inh = -4.0
`Cc1nc(-c2cccc(NC(=O)c3ccc([N+](=O)[O-])cc3)c2)cs1` – PriA SSB inh = -12.0

Sorted by length of the SMILES (highest first): some entries from above.
SMILES	PriA SSB inh
Cc1ccnc(NC(=O)Cn2cc(S(=O)(=O)Cc3ccccc3F)c3ccccc32)c1	-2.0
CCOc1ccc2nc(NC(=O)c3cc4c(=O)n5cccc(C)c5nc4s3)sc2c1	-14.0
CCOc1ccc(N2CC(C#N)=C3c4cc(OC)c(OC)cc4CCN3C2)cc1	4.0
C=CCn1c(SCC(=O)c2ccc(OC)cc2F)nc2ccccc2c1=O	-7.0

The listing continues.
SMILES	PriA SSB inh
Cc1cc(C)c(-c2csc(N)n2)c(C)c1	-17.0&-1.0
CCn1nc(C)cc1C(=O)Nc1ccc2ncsc2c1	-2.0
COc1ccc(-c2nc(SCC(=O)Nc3ccccc3C(F)(F)F)c3c(=O)n(C)c(=O)n(C)c3n2)cc1	1.0
CCn1ccc(C(=O)N2CCN(c3nc4c(OC)ccc(C)c4s3)CC2)n1	-10.0
Cc1cccc(CS(=O)(=O)NCC2CCN(c3nc4ccccc4o3)CC2)c1	-11.0
O=C(Nc1ccc(Cl)cn1)C12CC3CC(CC(C3)C1)C2	-31.0
O=C(NCCc1cccs1)c1ccc(-n2cncn2)nn1	-11.0
Cc1ccc(C(=O)CSc2nc3sc4c(c3c(=O)n2-c2ccccc2)CCC4)cc1C	5.0
CN1CCN(C(=O)c2cc(-c3ccccn3)nc3ccccc23)CC1	1.0
CCn1nccc1C(=O)N1CCN(c2nc3ccc(S(C)(=O)=O)cc3s2)CC1	-5.0
COc1ccccc1NC(=O)c1cc(-c2ccccn2)nc2ccccc12	-11.0
COc1ccc(CC(=O)NN=C(C)CC(=O)Nc2ccc(N(C)C)cc2)cc1	10.0
COc1ccc(Cn2c(=O)n(-c3ccc(F)c(Cl)c3)c(=O)c3c2c2cc(OC)ccc2n3C)cc1	-15.0&9.0
CCCS(=O)(=O)NCC1CC(=O)N(c2ccccc2)C1 (stereo not drawn)	-7.0
Cc1[nH]c2ccccc2c1C=NO	-4.2
O=C(NCC1CCS(=O)(=O)C1)c1ccc(Cl)cc1Cl (stereo not drawn)	-16.0
CCOc1cccc2cc(-c3csc(NC(=O)C4CCN(S(=O)(=O)c5ccc(F)cc5)CC4)n3)oc12	-18.0&-12.0
Cc1cc(NC(=O)C(=O)NCC(c2cccs2)N(C)C)no1 (stereo not drawn)	-10.0
Cc1ccc(S(=O)(=O)N2CCCC(c3nnc(C)s3)C2)c(C)c1 (stereo not drawn)	-4.0
CCSc1nnc(NC(=O)c2cccn(Cc3ccc(F)cc3)c2=O)s1	-5.0

The final four records of the section before open the next one.
SMILES	PriA SSB inh
CCOc1cccc2cc(-c3csc(NC(=O)C4CCN(S(=O)(=O)c5ccc(F)cc5)CC4)n3)oc12	-18.0&-12.0
Cc1cc(NC(=O)C(=O)NCC(c2cccs2)N(C)C)no1 (stereo not drawn)	-10.0
Cc1ccc(S(=O)(=O)N2CCCC(c3nnc(C)s3)C2)c(C)c1 (stereo not drawn)	-4.0
CCSc1nnc(NC(=O)c2cccn(Cc3ccc(F)cc3)c2=O)s1	-5.0
COc1cccc2c(=O)n(C)ccc12	-8.0
CCN1CCc2c(sc(NC(=O)c3ccnn3C)c2C(N)=O)C1	7.0
Cc1ccsc1C(=O)NN=Cc1ccc2c(c1)OCO2	-0.6
O=C(CCN1CCN(c2ccccc2)CC1)NN=Cc1ccc([N+](=O)[O-])o1	6.3
C=CCN1C(=O)/C(=C/c2ccccc2)SC1=Nc1nccs1	7.2
CC(CC(=O)Nc1ccc(N(C)C)cc1)=NNC(=O)C(=O)NCc1ccccc1	32.0
COc1ccc2nc(-n3nc(C)cc3NC(=O)c3ccccc3OC)sc2c1	-7.0
O=C1CCc2cc(NS(=O)(=O)Cc3ccc(Cl)cc3)ccc2N1Cc1ccccc1	-2.0
Cc1ccc(S(=O)(=O)C2=C(O)C(=O)N(Cc3ccc4c(c3)OCO4)C2c2ccccc2)cc1 (stereo not drawn)	-5.0
Cc1cc(NC(=O)CSc2nccc(N3CC(C)CC(C)C3)n2)no1 (stereo not drawn)	-2.0
CC1(C)Cc2cccc(OCCCS(=O)(=O)N3CCN(c4cccc(Cl)c4Cl)CC3)c2O1	8.0
Cc1occc1C(=O)NN=C/C=C/c1ccccc1	-0.6
Cn1c(C(F)(F)F)nn(CCNC(=O)c2nc3ccccc3s2)c1=O	5.0
O=C(NCCN1CCOCC1)Nc1ccccc1F	-7.0
CO[C@@H](CNC(=O)c1cccc(Br)c1)c1ccsc1	-8.0
CS(=O)(=O)N1CCC(C(=O)N(Cc2ccsc2)C2CC2)CC1	-10.0
CCCCCn1c(SCc2nc(-c3cccs3)no2)nc2ccccc2c1=O	-9.0
Cc1cc(C(=O)Nc2ccc3nc(N4CCN(C)CC4)sc3c2)on1	-23.0
O=S(=O)(NCc1ccsc1)c1cccc2ccccc12	-13.0
O=C(Cc1ccc(NS(=O)(=O)c2cccc3cccnc23)cc1)NC1CC1	-9.0
CCN(CC)C(=O)C(=O)c1c[nH]c2ccccc12	8.0
Cc1cc(C)cc(OCC(=O)ON=C(N)c2ccccn2)c1	-0.2
Cc1ccc(COc2cn(CC(=O)Nc3ccc4c(c3)OCCO4)c(CO)cc2=O)cc1	8.0
Cc1c(C(=O)N2CCc3ccccc3C2)c(C(F)(F)F)nn1C(C)C	-8.0
O=C(NCCn1ncc2c(N3CCCC3)ncnc21)c1ccc(=O)oc1	-7.0&-1.0
O=C(NN=Cc1ccc([N+](=O)[O-])o1)c1ccc(O)cc1	-8.2
O=C(Nc1ccc(NC(=O)c2scc(-c3ccc(F)cc3)c2-n2cccc2)cc1)c1ccco1	-9.0
Cn1c(SCC(=O)Nc2ccc3c(c2)OCO3)nc2cc(-c3ccccc3)sc2c1=O	-17.0
O=C(NN=Cc1ccc(N2CCOCC2)cc1)c1ccccc1OCCOc1ccccc1	-21.2
O=C(C[C@@H]1C/C=C/C[C@H](NC(=O)OCC2c3ccccc3-c3ccccc32)C(=O)OC[C@@H]2CCCN2C1=O)N[C@@H](CO)Cc1ccccc1	4.7
COC(=O)c1sccc1S(=O)(=O)NCC#CCN(C)C	-5.0
COC(=O)c1ccc(CSc2nc3c(cnn3-c3ccccc3OC)c(=O)[nH]2)cc1	5.0
O=C(c1ccc2nsnc2c1)N1CCc2oncc2C1	-15.0
Cc1nc(N2CCC(NC(=O)CCc3c(C)n[nH]c3C)CC2)cc(C(F)(F)F)n1	1.0
CCN=C1SC(CC(=O)Nc2sc(C)c(C)c2C(=O)OCC)C(=O)N1CC (stereo not drawn)	-9.0
CCC1SC(=N)NC1=O (stereo not drawn)	-4.2
Cc1ccc(C(C)C)cc1OCC(=O)NN=Cc1ccc2c(c1)OCCO2	-4.2
CS(=O)(=O)N1CCC(c2cccs2)CC1	4.0
O=C(Cn1ncn2nc3c(c2c1=O)CCCC3)NCc1cccs1	7.0
O=C(COc1ccccc1)N1CCC(CNS(=O)(=O)Cc2ccc(C(F)(F)F)cc2)CC1	15.0
O=C(CSc1nnc(Cc2ccc(Cl)cc2)c(=O)[nH]1)Nc1ccc([N+](=O)[O-])cc1	1.0
Cc1cc(C)cc(OCCNS(=O)(=O)c2cc(C)ccc2C)c1	-27.0
CC(=O)Nc1nnc(-c2ccc(Br)s2)o1	2.0
COCCn1cc(NC(=O)NCc2ccccn2)c2ccccc21	-3.0
Cc1ccc(-c2ccc(C=NNC(=O)CN3CCOCC3)o2)cc1[N+](=O)[O-]	2.2
O=C(NCC(c1ccsc1)N1CCc2ccccc2C1)c1cc2ccccc2oc1=O (stereo not drawn)	3.0
Cc1cc(C)nc(N=c2ssnc2Cl)c1	-2.2
COC(=O)c1sc(-c2ccccc2)cc1NC(=O)c1ccccc1Cl	16.0
CCc1cc(CC)c(C=NNC(N)=O)c(CC)c1	2.3
C(=NNc1nc(Nc2ccccc2)nc(N2CCOCC2)n1)c1c[nH]c2ccccc12	33.3
C=CCN1C(=O)C(C)(C)COc2ccc(NC(=O)c3cc(Cl)ccc3OC)cc21	27.0
CCOc1ccccc1NC(=O)c1c[nH]c(=O)n(-c2cccc(OC)c2)c1=O	-9.0

Screens: PubChem, Small Molecule Screening Facility, UW Madison
